Screening results from PubChem.
HTRA1 inhibitor: HTRA1 (human) protease inhibition. Q92743. inhibition, % at 5.96 µM. 340,000 tested, 0.5% active. AID 504803. recombinant HTRA1, FP-rhodamine activity-based probe, fluorescence polarization; in the data active = inhibition above about 36%;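 also: 0% = enzyme with DMSO and 100% = wells lacking enzyme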
Target sequence (Q92743 whole entry, looked up): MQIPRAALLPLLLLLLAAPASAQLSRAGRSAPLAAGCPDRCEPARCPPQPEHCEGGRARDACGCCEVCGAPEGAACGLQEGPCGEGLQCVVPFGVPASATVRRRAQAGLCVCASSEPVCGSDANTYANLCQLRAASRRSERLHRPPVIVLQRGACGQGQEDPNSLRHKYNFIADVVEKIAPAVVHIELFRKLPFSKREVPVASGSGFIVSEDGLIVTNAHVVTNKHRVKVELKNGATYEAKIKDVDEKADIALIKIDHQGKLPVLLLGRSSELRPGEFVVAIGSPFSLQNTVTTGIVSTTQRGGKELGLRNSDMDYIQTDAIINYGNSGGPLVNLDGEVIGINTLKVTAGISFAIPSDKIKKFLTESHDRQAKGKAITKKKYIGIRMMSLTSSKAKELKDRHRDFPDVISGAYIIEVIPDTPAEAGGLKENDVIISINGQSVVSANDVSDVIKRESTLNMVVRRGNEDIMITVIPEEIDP
GC-A act: GC-A (human) enzyme activation; P16066; HEK293 GC-A cells, cGMP TR-FRET, EC30 ANP; 0% at EC30 ANP, 100% saturating ANP; activation, % at 10 µM; 370,000 tested, 0.14% active; in the data active = activation above about 40%
ASAP1 inh: inhibitors of human ASAP1 ArfGAP activity | 360,000 tested, 0.19% active | Q9ULH1 | inhibition, % at 16.5 µM | ASAP1-stimulated ARF1 GTP hydrolysis, GDP FP detection; in the data active = inhibition above about 25%;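 also: 0% = vehicle with enzyme and substrate and 100% = no enzyme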
Target sequence (Q9ULH1 325-724 limits assumed): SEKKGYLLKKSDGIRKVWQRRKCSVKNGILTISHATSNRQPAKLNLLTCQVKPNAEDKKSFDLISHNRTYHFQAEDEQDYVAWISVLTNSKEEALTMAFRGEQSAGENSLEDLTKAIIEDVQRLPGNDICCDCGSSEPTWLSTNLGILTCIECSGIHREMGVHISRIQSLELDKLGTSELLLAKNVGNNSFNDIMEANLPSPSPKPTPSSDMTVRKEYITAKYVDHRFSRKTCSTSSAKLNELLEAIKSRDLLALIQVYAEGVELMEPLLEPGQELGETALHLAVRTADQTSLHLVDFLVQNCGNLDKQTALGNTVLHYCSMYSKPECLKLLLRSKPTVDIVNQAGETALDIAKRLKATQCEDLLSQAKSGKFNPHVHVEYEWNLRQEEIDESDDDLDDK
PG9 Ab binder: binds the HIV-1 gp120 antibody PG9; inhibition, % at 6.7 µM; 360,000 tested, 0.43% active; TR-FRET gp120-PG9 antibody binding; in the data active = inhibition above about 8.5%
mABHD4 FP: inhibitors of mouse ABHD4. Q8VD66. purified mABHD4, FP-Rh probe fluorescence polarization. inhibition, % at 8.92 µM. 370,000 tested, 0.54% active. AID 720543;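 active = inhibition exceeding the mean over every tested compound plus 3 SD, cut at about 30% in these data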;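 also: 0% = plate median of compound wells and 100% = S159A mutant with DMSO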
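Assay system: wild-type mouse ABHD4 protein; compound: single nominal dose of 8.92 µM, 0.89% DMSO final; schedule: 45 min + 60 min at 25 °C; measured by: FP readout, ex 525 nm / em 598 nm; evaluation: % inhibition of FP-Rh probe binding versus controls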
SMARCA2 act: SMARCA2 function activation, primary screen | 370,000 tested, 1% active | activation, % at 9.1 µM | MG213 cells, MMTV-luciferase reporter, dexamethasone, overnight; in the data active = activation above about 7.8%;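 also: 0% = vehicle wells and 100% = reference activator wells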
ARFGAP1 inhibitor: inhibits rat ARF GTPase activating protein 1 | Q62848 | Arfgap1-stimulated ARF1 GTP hydrolysis, GDP FP detection | inhibition, % at 16.5 µM | 360,000 tested, 0.26% active;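 active = inhibition above a per-plate limit, mean inhibition of low control wells plus 3 SD, cut at about 25% in these data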;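 also: 0% = DMSO wells with enzyme and 100% = wells lacking Arfgap1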
Target sequence (Q62848 1-136 limits assumed): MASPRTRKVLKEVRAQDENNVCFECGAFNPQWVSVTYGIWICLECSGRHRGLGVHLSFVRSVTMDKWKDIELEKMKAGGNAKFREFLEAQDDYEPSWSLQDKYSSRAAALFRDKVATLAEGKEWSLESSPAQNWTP
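Material: rat Arfgap1 GAP domain (His6, aa 1-136), purified enzyme. Also added: human ARF1(Δ1-17)-GTP substrate. Compound dosing: 16.5 µM single point, 1.26% DMSO. Timing: enzyme reaction 120 min at 25 °C after 20 min preincubation. Signal: GDP detection by fluorescence polarization. Read-out basis: percent inhibition of GAP-stimulated GDP formation, scaled between DMSO and no-Arfgap1 medians.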
rCAG binder: r(CAG) repeat RNA binding; TO-PRO-1 dye displacement fluorescence; inhibition, % at 3 µM; 370,000 tested, 1.3% active; AID 651821;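 active = inhibition above the plate cutoff, the mean of all test compounds on that plate plus 3 SD, cut at about 35% in these data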;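 also: 0% = DMSO alone and 100% = 100 µM mitoxantrone as full dye displacement; higher means more dye released from RNA so lower well fluorescence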
NPR2 activator: GC-B (human) receptor activation; 370,000 tested, 0.11% active; activation, % at 10 µM; HEK293-GC-B cells, CNP EC30, cGMP TR-FRET; 0% at EC30 CNP, 100% saturating CNP;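 active = activation at 10 µM reaching about 35% in either raw or pattern-adjusted values, limit read from the data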
NR1D1 modulator: modulates human Rev-erb alpha binding to DNA; Rev-erbα–FITC-DNA binding, fluorescence polarization, 90 min; activity, % at 10 µM; P20393; 370,000 tested, 0.79% active;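 active = activity above about 14%, limit read from the data; passing the limit was not always enough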;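 also: 0% = DMSO wells with 35 nM protein and 100% = DMSO wells with 750 nM protein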
Starred values were filed as active, the others as inactive; x = not tested or not shown. Random draw from the library; 4.4% or so of the library scored in one or more.

entry	SMILES	HTRA1 inhibitor	GC-A act	ASAP1 inh	PG9 Ab binder	mABHD4 FP	SMARCA2 act	ARFGAP1 inhibitor	rCAG binder	NPR2 activator	NR1D1 modulator
1	CCC(=O)Nc1nc2ccccc2n1CCN(CC)CC	4	-1	-5	1.0	3	-5	-3	0	-2	-1
2	Cc1occc1C(=O)NCc1ccco1	-3	-4	-7	0.9	0	-2	6	9	1	1
3	CC1=C(C(=O)N2CCCCCC2)CC(CC(=O)NCc2cccs2)C(=O)N1CCC1=CCCCC1 (stereo unspecified)	x	1	8	-0.6	2	0	1	0	10	-10
4	O=C(Nc1ccc(O)cc1)c1ccc(NC(=O)c2ccco2)cc1	-2	1	-12	-0.3	1	0	6	2	-1	3
5	CC1CC(C)CN(C(=O)Nc2ccccc2F)C1 (stereo unspecified)	-1	16	8	-0.3	1	0	3	0	0	-5
6	O=C(c1ccco1)N1CCN(Cc2cccc([N+](=O)[O-])c2)CC1	-5	2	5	-2.3	7	-2	14	-5	-1	-2
7	CC(=NC(C)C)C1=C(O)CCC1=O	0	1	4	2.1	1	-1	-15	3	0	1
8	CC(C)(C)c1ccc(C(=O)Nc2ccc(N3CCOCC3)cc2)cc1	-3	0	-2	-1.6	15	-2	-17	-1	-6	0
9	Cc1ccc(-c2nnc(N3CCN(C(=O)Cn4c(=O)n(C)c5ccccc54)CC3)c3ccccc23)cc1	2	0	-1	-0.1	0	-3	11	2	0	-4
10	O=C(COC(=O)c1ccccc1Br)NCc1ccccc1	-10	0	5	2.2	-5	0	2	0	0	0
11	Cc1cc(NC(=O)COc2cccc(Oc3ccccc3)c2)no1	-4	5	-3	0.3	-2	0	-9	5	-7	-5
12	C[N+](C)(C)CCCC(=O)c1ccc2c(c1)OCO2	-8	0	-2	-2.4	3	-1	-11	6	6	-2
13	Cc1ccccc1-n1ncc2c1CC(C)(C)CC2NC(=O)CCN1Cc2ccccc2C1=O (stereo unspecified)	-3	-8	-3	-0.2	2	1	1	-11	-8	-7
14	CCOC(=O)c1ccc(Nc2ncnc3ccc(C)cc23)cc1	-36	2	11	8.9*	-4	1	4	-7	-4	7
15	CCN(CC)S(=O)(=O)c1ccc(N=Nc2c(C)[nH]n(C(N)=S)c2=O)cc1	10	1	11	-6.9	5	-1	2	24	4	5
16	CNC(=O)C(=O)N1CCC2(CC1)OCCN2S(=O)(=O)c1ccc(C)cc1	-1	-3	-3	0.4	-7	-3	-13	2	2	10
17	COc1ccccc1C(=O)Nc1nnn(C)n1	2	-4	-12	1.5	0	-2	1	2	3	4
18	O=C(Cn1cc(C(=O)c2cccs2)c2ccccc21)NCc1cccs1	-16	-5	-2	1.4	-11	6	-4	3	2	-1
19	CCNC(=O)c1cc2c(c(-c3cccc(-c4cncnc4)c3)n1)[C@@H](CCO)N(C(C)=O)C2	x	-1	7	1.9	7	-6	3	4	3	-5
20	COc1cccc(OC)c1OC(=O)c1cnccn1	-1	3	1	-1.0	-4	0	-2	3	1	-10
21	CCCCN(CCCC)S(=O)(=O)c1ccc(NS(=O)(=O)c2ccc(NC(C)=O)cc2)cc1	-30	-1	x	x	x	x	x	x	4	1
22	CCCCN(Cc1nc2ccccc2c(=O)[nH]1)C(=O)c1nn(C)c(=O)c2ccccc12	85*	2	16	-0.2	0	0	-2	2	-2	-6
23	Cc1cc(NC(=O)CSc2nc(CCC3CCCC3)nc3ccccc23)no1	-37	0	2	1.6	-5	-1	1	1	-2	3
24	Cc1cc(C)c2c(n1)nn1c(N3CCN(c4ccccc4C)CC3)cc(C)nc21	-1	2	-5	2.6	-5	-4	-4	2	-4	71*
25	CC1CCCCC12NC(=O)N(CC(=O)NCCc1ccc(S(N)(=O)=O)cc1)C2=O (stereo unspecified)	6	0	-5	-0.5	5	-2	-13	0	4	0
26	COc1ccc(NC(=O)Nc2ccc3c(c2)CCC3)cc1OC	0	-8	-9	-2.8	-1	0	0	2	-6	-3
27	C=CCn1c(SCc2ccc(C(=O)OC)cc2)nnc1-c1sc(N)nc1C	0	-9	-9	-0.8	5	-3	-5	2	-5	6
28	Cc1ccc(S(=O)(=O)N(Cc2ccccc2F)C(=O)N2CCN(C)CC2)cc1	-1	-4	-3	-3.0	-13	-4	29*	2	4	5
29	Cc1nn(-c2ccccn2)c2nc(-c3cccs3)cc(C(=O)NCc3ccco3)c12	-16	2	-1	0.6	-12	1	5	12	8	2
30	Cc1cc(/C=N/NC(N)=S)c(C)n1-c1cccc(Cl)c1	8	-34	-7	-1.3	1	-1	1	3	-14	2
31	O=C(/C=C/c1ccccc1)NCCN1CCOCC1	-6	1	-5	-1.4	5	-4	7	-2	2	2
32	O=C(c1ccccc1NS(=O)(=O)c1cccc2cccnc12)N1CCOCC1	6	2	-15	-1.4	3	-4	2	1	-1	-3
33	c1ccc2c(-c3cc(C4CCNCC4)[nH]n3)cccc2c1	4	-2	6	-0.5	10	-4	-3	1	1	-7
34	CCCC(C)NCC(=O)Nc1ccccc1-c1ccccc1 (stereo unspecified)	-8	-4	3	-0.1	12	0	-4	-8	3	-7
35	COC(=O)[C@@]1(C(C)C)N=C(c2cc(OC)c(OC)c(OC)c2)[C@]2(O1)C(=O)N(C)c1ccc(Br)cc12	x	-19	9	1.6	-8	1	6	0	-14	1
36	COc1cccc(OC)c1OCCOCCN1CCN(C)CC1	5	1	-6	-0.1	-1	-2	-17	-3	1	4
37	O=C(c1cc2sccc2n1Cc1ccc(F)cc1)N1CCc2ccccc21	-26	-8	6	1.2	-19	-2	-3	3	-10	7
38	O=C(CCc1ccccc1)N[C@H]1[C@H](O)CCC[C@]12C(=O)N(Cc1ccccc1)c1ccccc12	x	-11	x	x	-6	-2	x	2	-15	1
39	CN(C)c1ccc(/C=C(\NC(=O)c2ccccc2)C(=O)NCCCn2ccnc2)cc1	-6	-4	21	-9.5	0	-2	3	0	-2	4
40	Cc1ccc(S(=O)(=O)N(C)C)cc1NC(=O)C1Cc2ccccc2CN1C(=O)c1ccco1 (stereo unspecified)	1	-4	-12	1.8	3	3	5	7	3	4

Whole records from above. Screens in order: HTRA1 inhibitor, GC-A act, ASAP1 inh, PG9 Ab binder, mABHD4 FP, SMARCA2 act, ARFGAP1 inhibitor, rCAG binder, NPR2 activator, NR1D1 modulator
c1ccc2c(-c3cc(C4CCNCC4)[nH]n3)cccc2c1 in the list: 4, -2, 6, -0.5, 10, -4, -3, 1, 1, -7
CN(C)c1ccc(/C=C(\NC(=O)c2ccccc2)C(=O)NCCCn2ccnc2)cc1 in the list: -6, -4, 21, -9.5, 0, -2, 3, 0, -2, 4

By substructure: the entries above containing bromine (2)
entry	SMILES	HTRA1 inhibitor	GC-A act	ASAP1 inh	PG9 Ab binder	mABHD4 FP	SMARCA2 act	ARFGAP1 inhibitor	rCAG binder	NPR2 activator	NR1D1 modulator
10	O=C(COC(=O)c1ccccc1Br)NCc1ccccc1	-10	0	5	2.2	-5	0	2	0	0	0
35	COC(=O)[C@@]1(C(C)C)N=C(c2cc(OC)c(OC)c(OC)c2)[C@]2(O1)C(=O)N(C)c1ccc(Br)cc12	x	-19	9	1.6	-8	1	6	0	-14	1

(next part)
entry	SMILES	HTRA1 inhibitor	GC-A act	ASAP1 inh	PG9 Ab binder	mABHD4 FP	SMARCA2 act	ARFGAP1 inhibitor	rCAG binder	NPR2 activator	NR1D1 modulator
41	O=C(COC(=O)COc1ccc(Br)cc1)NCC1CCCO1 (stereo unspecified)	0	1	12	1.0	-3	-2	-4	1	-7	-4
42	CN1CCN(c2oc(COc3ccc(-c4ccccc4)cc3)nc2C#N)CC1	-21	7	12	-2.7	-17	-4	-4	1	0	2
43	CC1CCC2(CC1)NC(=O)N(CC(=O)N(Cc1ccccc1)C(C)(C)C)C2=O (stereo unspecified)	-6	-2	-12	-0.7	1	-2	7	1	-1	-1
44	CCCCNC(=O)c1onc(CSc2ccc(C(C)C)cc2)c1C(=O)O	-18	-3	1	-1.8	-35	0	5	51*	7	-4
45	CCNC(=O)COc1ccc(S(=O)(=O)Nc2ccccc2)cc1	-3	-1	x	x	x	x	x	x	-3	-2
46	Cn1c(N)nc2nc[nH]c2c1=S	-1	-3	-9	-0.9	-1	4	3	1	6	-5
47	CCOc1ccc(/C=C2\SC(=S)N(CCC(=O)Nc3cccc(C(=O)O)c3)C2=O)cc1	-1	2	4	-1.7	-4	0	-5	6	-2	-14
48	CCOC(=O)N1CCN(C(=O)CSc2nnc(-c3cccc(Cl)c3)o2)CC1	9	0	-1	0.1	-5	-1	-7	-1	-2	-1
49	O=C(CN1CCC(Cc2ccccc2)CC1)N1CCc2ccccc2C1	3	-2	-3	-2.0	10	4	-5	-6	8	5
50	CCOC(=O)c1ccc(NC(=O)CCCN2C(=O)NC3(CCCC3)C2=O)cc1	-1	0	4	-0.8	6	-2	-1	1	1	-1
51	Cc1nnc(SCc2ccccc2Cl)n1CC1CCCO1 (stereo unspecified)	5	4	-10	2.1	-8	-2	-15	-4	1	4
52	O=C(CNC(=O)c1cccs1)N/N=C/c1c(F)cccc1Cl	-4	-1	-7	0.2	7	-2	2	-1	-5	-2
53	CC(C)=CCCC1(C)C=Cc2c(c(C)cc3c2[nH]c2cc(O)ccc23)O1 (stereo unspecified)	46*	-5	9	0.2	2	1	16	51*	-6	4
54	O=C(O)c1ccc(CNCc2c(Cl)cccc2Cl)cc1	-7	-7	-1	0.8	4	-4	-19	7	4	4
55	COc1ccc(NS(=O)CCCc2ccccc2)cc1 (stereo unspecified)	x	1	3	-0.6	7	-3	7	4	0	1
56	CC1(C)Cc2c(sc3ncn4nc(-c5ccco5)nc4c23)CO1	1	-7	3	-0.2	-1	0	-3	5	-9	4
57	COc1ccc(C)cc1NC(=O)NC1CCCc2ccccc21 (stereo unspecified)	2	6	-6	-0.2	5	-1	-4	-3	1	-8
58	C#CCOCCOCCOCCNc1nc(N2CCN(C(=O)[C@H](CCCN=C(N)N)n3cc(C(N)[C@@H](C)CC)nn3)CC2)nc(N2CCN(C(=O)[C@H](CO)n3cc([C@@H](N)C(C)C)nn3)CC2)n1 (stereo partly specified)	4	7	-4	-1.2	7	-3	2	6	-1	-5
59	COc1ccc(N2C(=O)CC(Nc3ccc(C)cc3)C2=O)cc1 (stereo unspecified)	3	1	7	-0.6	9	-1	0	-3	3	1
60	COCCNC(=O)c1cnn2c1NC(c1ccco1)CC2C(F)(F)F (stereo unspecified)	3	2	2	0.5	-4	3	8	4	6	4
61	Cc1cc(N2CCCCC2)nc2ccc(NC(=O)c3ccc(Br)o3)cc12	-4	3	-8	1.4	7	-2	-9	-2	3	6
62	CC(Sc1nnc(COc2ccc3ccccc3c2)n1C)C(=O)O (stereo unspecified)	-6	0	-6	0.3	0	-3	8	2	-2	1
63	CCCc1nnc(NC(=O)CCC(=O)N2CCC(C)CC2)s1	-1	5	3	-4.8	-6	-2	13	-5	2	-4
64	CC(C)CNC(=O)Nc1ccc(F)c(Cl)c1	-4	-3	-7	0.0	-6	-1	-6	-3	0	-2
65	Cn1c(N)c(C(=O)CSc2nc3ccccc3n2-c2ccccc2)c(=O)n(C)c1=O	0	0	6	-0.7	-5	5	5	1	-11	-22
66	CN(C)c1ccc(/C=C/c2nnnn2-c2ccccc2)cc1	0	-5	1	-1.0	5	4	-4	-5	-5	-2
67	N#Cc1ccc(S(=O)(=O)N2CCC(C(=O)N3CCN(Cc4ccc5c(c4)OCO5)CC3)CC2)cc1	-2	-2	13	0.4	-1	-2	6	1	0	4
